# High-throughput results from PubChem.
# PGK inhibitor – T. brucei PGK inhibition; PGK/GAPDH coupled, Kinase-Glo luminescence, 60 min; Potency, µM (series often up to 57.5 µM), for inactives: at the top dose activity change, negative = inhibition, actives largely listed as inhibitors; 0.043% of 380,000 active; AID 602233; further: potency means the concentration at half of the fitted maximal effect; on the % scale 0 is the no-effect control and ±100 the full control effect; nearly all actives have a fitted effect of over 60% in size
#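 Luminescent ATP detection (Kinase-Glo Plus) follows a 60-minute room-temperature incubation, with wells lacking PGK as controls. Buffer: 100 mM TEA (pH 7.6), 5 mM MgCl2, 0.01% Tween-20. Coupling enzyme GAPDH (100 nM final) supplies unstable 1,3-BPG in-well.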
# PI4K2A inh – PI4K2A (human) kinase inhibition; Q9BTU6; purified PI4K2A, ADP-Glo luminescence, 1 h; stronger effect = lower value; activity change, negative = inhibition, % at 76.9 µM; 0.13% of 420,000 active; in the data active means activity change below about -50%; inconclusive means mostly about -30% to -49%;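 further: -100% = wells without enzyme as full effect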
# Target sequence (Q9BTU6 whole entry, looked up): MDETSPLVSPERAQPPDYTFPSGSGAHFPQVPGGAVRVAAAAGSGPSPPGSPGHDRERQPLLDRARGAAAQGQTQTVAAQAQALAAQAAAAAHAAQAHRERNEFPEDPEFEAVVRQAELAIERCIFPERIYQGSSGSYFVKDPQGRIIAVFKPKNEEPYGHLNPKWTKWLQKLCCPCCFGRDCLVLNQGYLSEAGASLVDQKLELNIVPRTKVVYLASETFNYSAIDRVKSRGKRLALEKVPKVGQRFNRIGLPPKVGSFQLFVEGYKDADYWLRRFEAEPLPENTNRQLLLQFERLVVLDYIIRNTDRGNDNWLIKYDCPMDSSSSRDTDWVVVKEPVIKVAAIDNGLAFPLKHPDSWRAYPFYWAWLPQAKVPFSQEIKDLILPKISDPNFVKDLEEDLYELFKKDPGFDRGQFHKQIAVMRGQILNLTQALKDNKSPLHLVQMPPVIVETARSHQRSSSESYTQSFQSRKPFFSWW
#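 Compounds are screened against recombinant PI4K2A using PI as substrate and ATP, the latter dispensed at 300 microM. Reactions run one hour at ambient temperature before ADP-Glo detection; full inhibition defined by wells lacking enzyme.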
# HP1b chromo inh – HP1-beta chromodomain-methylated histone interaction inhibition; 0.56% of 390,000 active; P83916; AlphaScreen HP1-beta / biotin-H3K9me3 peptide binding; Potency, µM (titrated, usually from 114 µM), without a hit: top-dose activity change, negative = inhibition, actives largely listed as inhibitors; further: potency means the concentration at half of the fitted maximal effect; nearly all actives have a fitted effect of over 70% in size; inactives centre near 23
#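 Compound inhibition of the preformed complex between 50 nM HP1-beta and 50 nM biotinylated H3K9me3 peptide was read by AlphaScreen. Buffer was PBS pH 7.4 with 0.01% Tween-20. Incubations ran 30 min at room temperature, with 10 ug/mL donor/acceptor beads.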
# GLS inh – blocks human kidney-isoform glutaminase activity | O94925 | GLS enzymatic activity, qHTS titration | Potency, µM (highest dose often 45.5 µM), for inactives: at the highest dose activity change, negative = inhibition, hits mostly inhibitors | 0.21% of 410,000 active; further: potency means the concentration at half of the fitted maximal effect; on the % scale 0 is the no-effect control and ±100 the full control effect
#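 Human kidney-isoform GLS in 45 mM KH2PO4 pH 8.2, 0.02% Tween-20, with compound, started with 1mM L-Glutamine (added stock). Glutamate oxidase/HRP/Amplex red coupled fluorescence read at start and after 30 min at RT.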
# TrxR1 substrate – is turned over as a substrate by rat TrxR1 | O89049 | purified TrxR1 substrate turnover, NADPH consumption readout | Potency, µM (doses to about 114 µM), without a hit: top-dose activity change, negative = substrate turnover | 0.01% of 390,000 active; further: potency means the concentration at half of the fitted maximal effect; on the % scale 0 is the no-effect control and ±100 the full control effect; nearly all actives have a fitted effect of over 50% in size
#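 Rat TrxR1, dispensed at 90 nM, was prereduced with 400 uM NADPH (final) for 5 min at ~22 deg C, then incubated with compound 15 min before 400 uM selenite. A first-read NADPH fluorescence drop versus no-compound background flagged substrates.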
# rTrxR1 inhibitor – blocks rat thioredoxin reductase 1; O89049; recombinant rTrxR1, NADPH fluorescence consumption, selenite substrate; Potency, µM (highest dose often 114 µM), inactives show at the top dose activity change, negative = inhibition, usual class: inhibitors; 1% of 390,000 active; AID 588453; further: potency means the concentration at half of the fitted maximal effect; on the % scale 0 is the no-effect control and ±100 the full control effect; nearly all actives have a fitted effect of over 65% in size
#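 Rat TrxR1 (90 nM in the dispensed reagent) was pre-reduced with 400 uM NADPH for 5 min at room temperature, then incubated with compound for 15 min. After 400 uM selenite was added, NADPH fluorescence (Ex 340/Em 450 nm) was followed for 8 min.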
# mIDH1 inhibitor – blocks human mutant IDH1 R132H enzyme | O75874 | AID 602179 | 0.093% of 390,000 active | Potency, µM (doses to about 76.6 µM), inactives show top-dose activity change, negative = inhibition, hits mostly inhibitors | IDH1-R132H enzyme, NADPH consumption, diaphorase/resazurin fluorescence; further: potency means the concentration at half of the fitted maximal effect; on the % scale 0 is the no-effect control and ±100 the full control effect; nearly all actives have a fitted effect of over 65% in size
# Target sequence (O75874 whole entry R132H, stated change not applied): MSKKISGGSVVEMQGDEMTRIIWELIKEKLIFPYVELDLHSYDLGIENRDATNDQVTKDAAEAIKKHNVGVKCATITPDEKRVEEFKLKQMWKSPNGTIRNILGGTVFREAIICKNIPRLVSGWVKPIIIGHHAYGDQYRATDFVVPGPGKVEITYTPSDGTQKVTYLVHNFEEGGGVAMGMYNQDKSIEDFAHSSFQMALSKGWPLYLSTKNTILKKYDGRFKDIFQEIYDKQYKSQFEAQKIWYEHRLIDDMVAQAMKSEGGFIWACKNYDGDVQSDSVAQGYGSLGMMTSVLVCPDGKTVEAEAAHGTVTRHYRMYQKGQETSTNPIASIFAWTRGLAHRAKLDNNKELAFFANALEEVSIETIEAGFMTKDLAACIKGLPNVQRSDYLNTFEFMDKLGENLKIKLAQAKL
#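 IDH1-R132H (0.5 ug/mL dispensed) in pH 7.5 Tris buffer was preincubated 30 min with compound, then given a substrate mix of 0.016 mM NADPH and 2 mM alpha-KG for 80 min at room temperature; remaining NADPH was read by diaphorase/resazurin fluorescence.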
# USP1-UAF1 inh – USP1/UAF1 (human) deubiquitinase inhibition. recombinant USP1/UAF1, Ub-Rhodamine cleavage fluorescence. AID 743255. Potency, µM (doses to about 57.1 µM), for inactives: at the highest dose activity change, negative = inhibition, usual class: inhibitors. 0.23% of 390,000 active; further: potency means the concentration at half of the fitted maximal effect; on the % scale 0 is the no-effect control and ±100 the full control effect; nearly all actives have a fitted effect of over 60% in size; inactives centre near -12
#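 1 nM enzyme complex + cpd, 15 min RT; start with Ub-Rho 150nM final; kinetic fluorescence ex 480/em 540, 6 reads q60 s. Buffer 50mM HEPES pH 7.8, 0.5mM EDTA, 0.1 mg/ml BSA, 1mM TCEP, 0.01% Tween-20.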
# Pin1 inhibitor – human Pin1 inhibition. Q13526. Pin1 FP peptide displacement, HiFluor488, 10 min. Potency, µM (doses to about 115 µM), inactives show at the top dose activity, negative = inhibition, most hits filed as inhibitors. 0.009% of 390,000 active. AID 504891; active means well fitted inhibition curve with a large enough effect in the polarisation, with a control signal flat, not every such curve was filed as active; inconclusive means small, poorly fitted or top-dose-only effect, or effect the other way, or a change in a side signal; inactive means no such curve, though single readings can be large or run the other way; the % refers to the polarisation; further: potency means the concentration at half of the fitted maximal effect; on the % scale 0 is the no-effect control and ±100 the full control effect
# Target sequence (Q13526 whole entry, looked up): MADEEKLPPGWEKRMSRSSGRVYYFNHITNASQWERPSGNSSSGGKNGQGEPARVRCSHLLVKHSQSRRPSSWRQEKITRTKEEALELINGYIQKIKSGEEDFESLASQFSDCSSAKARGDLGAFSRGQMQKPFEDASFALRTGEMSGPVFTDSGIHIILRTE
# The depositor's hits bear a star; i = inactive; ? = inconclusive; nt = not tested or not shown; [ ] = remark or other dose. Unless noted, the call rests on the fitted dose curve; in most records, active means well fitted curve in the direction sought with a large enough effect; inconclusive means small, poorly fitted or top-dose-only effect, or another doubt; inactive means no such curve, though single readings can be large; an effect the other way counts as inactive or inconclusive. Not all compounds are listed; count on the stated rates, not on these rows.
SMILES,PGK inhibitor,PI4K2A inh,HP1b chromo inh,GLS inh,TrxR1 substrate,rTrxR1 inhibitor,mIDH1 inhibitor,USP1-UAF1 inh,Pin1 inhibitor
CCOC(=O)c1c(NC(=O)COc2cccc(C(F)(F)F)c2)sc2c1CCC(C)C2 (centres undefined),-7%,5,-19%,-3%,0%,6%,-15%,-23%,-2%
CCOc1cc(/C=C2\SC(N3CCCC(C)C3)=NC2=O)ccc1O (centres undefined),-8%,1,61%[activator],-1%,4%,5%,0%,-12%,?
CC(C)=CC(=O)Nc1nnc(-c2cccnc2)s1,i,-3,34%,6%,7%,3%,8%,-1%,-2%
CCCCN1C(=O)C(CC(=O)NCc2ccco2)CC(C(=O)N2CCOCC2)=C1C (centres undefined),2%,-2,nt,-1%,nt,nt,-3%,-14%,nt
Cc1ccc(NC(=O)Cc2nnc(SCC(=O)Nc3nncs3)n2C)cc1,i,3,-16%,-8%,-9%,27%[57.1 µM],5%,-7%,4%
Cc1ccc(C(=O)NC(=S)NCC2CCCO2)cc1[N+](=O)[O-] (centres undefined),10%,2,29%,3%,-3%,-14%,-5%,-2%,3%
CC(C)Oc1ccc(S(=O)(=O)N2CCOCC2)cc1NC(=O)C1CCC1,-3%,0,37%,-15%,-6%,5%,5%,-15%,-3%
CCOc1ccccc1NC(=O)Cn1c(-c2ccc(Cl)cc2)noc1=O,i,-6,106%[activator],-11%,-11%[57.1 µM],17%[57.1 µM],0%,-17%,-2%
CCSc1nnc(NC(=O)C2CCCCC2C(=O)O)s1 (centres undefined),6%,3,9%,5%,-4%,-1%,-2%,-1%,1%
COc1ccc(Cl)cc1NC(=O)Cn1ccn(-c2cc(C)cc(C)c2)c(=O)c1=O,-8%,3,10%,2%,11%,16%,-20%,-11%,0%
Cc1sc2ncnc(N=Nc3c(O)[nH]c4ccccc34)c2c1C,6%,-2,27%,6%,-7%,-11%,6%,-10%,-13%
Cc1c(NC(=S)NC(=O)c2ccco2)cccc1-c1nc2ncccc2o1,i,-4,10%,11%,7%[57.1 µM],4%[57.1 µM],-1%,-20%,167%[activator]
CSc1nc(C)cc(-n2ccc(=O)[nH]c2=O)n1,-3%,-6,35%[activator],0%,7%[57.1 µM],0%,1%,1%,-2%
Cc1cc(C)cc(N(CCC#N)C(=O)CSC2=Nc3ccccc3C3CC=NN23)c1 (centres undefined),-4%,0,1%,12%,2%[57.1 µM],-3%[57.1 µM],-10%,-6%,56%[activator]
CC1CCC(NC(=O)C2CC(=O)N(c3ccc(Cl)cc3)C2)CC1 (centres undefined),-1%,-1,32%[activator],0%,4%,14%,-4%,-2%,0%
CCc1ccc(NCc2cc3ccc(OC)cc3n(CC(=O)Nc3ccc(C(C)C)cc3)c2=O)cc1,3%,0,17%,-3%,-5%,7%,-15%,-19%,-1%
Cc1cc(Nc2cccc(O)c2)c2cccc(Br)c2n1,nt,-1,37%,29%,-9%,-2%,nt,?,?
Cc1cc(Br)ccc1SCC(=O)OCC(=O)NCc1ccco1,?,-3,?,?,7%,-9%,22%,-21%,-14%
Cc1ccccc1C(=O)N(Cc1ccc(N(C)C)cc1)CC1CCCO1 (centres undefined),-9%,-6,-17%,16%,3%,13%,10%,-2%,-2%
Cc1cccc(S(=O)(=O)NCCNS(=O)(=O)c2cccc(C)c2)c1,-11%,1,5%,-2%,6%,27%,4%,-3%,-9%
CC(C(=O)Nc1cccnc1)C1Sc2ccccc2NC1=O (centres undefined),i,6,43%[activator],-7%,-15%,-15%,16%,-17%,3%
O=C(COc1ccccc1-c1ccccc1)NCCN1C(=O)S/C(=C\c2cccnc2)C1=O,0%,-4,16%,1%,-1%,-15%,46µM*,-5%,16%
O=C(NCCSCc1ccc(Cl)cc1)c1cccs1,-5%,-5,4%,11%,2%,31%,6%,-17%,-3%
CCN(CC)c1ccc(/C=N/NC(=O)c2nnn(-c3nonc3N)c2-c2ccc(C)cc2)cc1,2%,-3,27%,-2%,2%,21%,4%,-9%,0%
COc1ccc(C2CC(c3ccccc3)=NN2C(=O)COC(=O)COc2ccccc2)cc1 (centres undefined),4%,4,22%,-2%,1%,13%,-10%,-22%,17%

# Three compounds out of the list above, sorted by the value under mIDH1 inhibitor, high to low.
SMILES,PGK inhibitor,PI4K2A inh,HP1b chromo inh,GLS inh,TrxR1 substrate,rTrxR1 inhibitor,mIDH1 inhibitor,USP1-UAF1 inh,Pin1 inhibitor
O=C(NCCSCc1ccc(Cl)cc1)c1cccs1,-5%,-5,4%,11%,2%,31%,6%,-17%,-3%
CCSc1nnc(NC(=O)C2CCCCC2C(=O)O)s1 (centres undefined),6%,3,9%,5%,-4%,-1%,-2%,-1%,1%
CCOC(=O)c1c(NC(=O)COc2cccc(C(F)(F)F)c2)sc2c1CCC(C)C2 (centres undefined),-7%,5,-19%,-3%,0%,6%,-15%,-23%,-2%

# (more compounds)
SMILES,PGK inhibitor,PI4K2A inh,HP1b chromo inh,GLS inh,TrxR1 substrate,rTrxR1 inhibitor,mIDH1 inhibitor,USP1-UAF1 inh,Pin1 inhibitor
CCOc1ccccc1NCc1cc(=O)oc2cc(C)ccc12,-2%,3,-15%,-14%,-2%,15%,2%,-7%,1%
Cc1ccc(-n2ncc3c(=O)n(Cc4cccc(C(F)(F)F)c4)cnc32)cc1C,5%,-5,27%,4%,-4%,0%,0%,-17%,-7%
COc1ccc(-c2cc3nc(CCl)[nH]c(=O)c3s2)cc1,-17%,-50*,25%[57 µM],66%[activator],200%[activator],?,2%,-20%,14%
CCCOc1ccc(C(=O)c2ccccc2C(=O)OC2CCOC2=O)cc1OCCC (centres undefined),-7%,0,36%[activator],4%,-13%,-15%,10%,-5%,-4%
O=C(CCc1nnc(COc2ccccc2)o1)NC1(c2ccccc2)CC1,-6%,9,34%,-1%,9%,18%,2%,-10%,9%
OCC(C#CCN1CCCCC1)NCc1ccccc1 (centres undefined),nt,-1,20%,6%,10%,-3%[57.1 µM],7%,-5%,-2%
Cc1ccc(S(=O)(=O)N2[C@@H](c3cccc4ccccc34)C(C(=O)O)=C[C@H]2C(C)(C)C)cc1,2%,1,11%,12%,-2%,-6%,-4%[38.3 µM],-8%,-3%
CCOC(=O)N1CCN(C(=O)c2cc(S(=O)(=O)N3CCc4ccccc43)ccc2OC)CC1,-1%,-1,33%,4%,-6%,-1%,2%,-14%,-11%
Cc1n[nH]c(C)c1SCC(=O)Nc1ccc(F)cc1,2%,4,26%,8%,-4%,1%,-1%,-4%,-7%
COc1ccc(/C=N/NC(=O)c2cc[n+]([O-])cc2)cc1,0%,-3,-19%,-1%,-9%[57.1 µM],-12%[57.1 µM],2%,6%,-20%
O=C(O)CCCCCN1C(=O)/C(=C\c2ccncc2)SC1=S,0%,-5,15%,10%,-9%,-15%,6%,-16%,-11%
CC(C)CN(CCNC(=O)c1cc(-c2ccc(Cl)s2)nc2ccccc12)CC(C)C,1%,-4,33%[activator],-8%,21%,25%,-5%,-3%,-4%
CC(C)CNC(=S)N(CCCN(C)C)Cc1cc2cc3c(cc2[nH]c1=O)OCCO3,i,0,23%,-1%,18%,0%,2%,-14%,-3%
Cc1ccc(/C=C/C(=O)Nc2cc(S(N)(=O)=O)ccc2O)cc1,-1%,34,?,-4%,-2%[57.1 µM],23%[57.1 µM],-1%,-10%,?
Cc1ccc(S(=O)(=O)/N=C(/c2ccccc2)N2CCOCC2)c(C)c1,1%,4,24%,0%,-3%[57.1 µM],2%[57.1 µM],-4%,-9%,-13%
O=C1Nc2ncccc2OC1CCO (centres undefined),-1%,9,-4%,-12%,6%,20%[57.1 µM],2%,-9%,0%
O=C(Nc1cccc(O)c1)c1noc2c1CCCCC2,-17%,-25,11%,-10%,4%,6%,10%,-21%,4%
COc1ccc2oc(=O)c(-c3csc(Nc4ccc(O)cc4)n3)cc2c1,-1%,2,-16%,23%,-13%,-11%,13%,3%,?
Cc1cc(C)c2c(N)c(C(=O)c3ccccc3Cl)sc2n1,5%,-2,20%,3%,-6%[57.1 µM],-12%[57.1 µM],-3%,3%,-1%
COc1ccc(C(=O)n2c(-c3ccco3)nc3ccccc32)cc1,-3%,-1,3%,-3%,-7%,-34%,13%,-10%,-1%
COc1ccc(S(=O)(=O)NCCc2ccccc2)cc1,-9%,2,65%[activator],2%,-1%,13%,9%,-3%,-5%
CCC(Sc1nc(-c2ccc(F)cc2)nc2c1Cc1c(CO)cnc(C)c1O2)C(=O)Nc1ccc(F)cc1 (centres undefined),-9%,-3,13%,-1%,3%,-1%,-2%,?,-9%
O=S(=O)(c1ccc(F)cc1)N1CCC(n2cnc3ccccc32)CC1,8%,-3,29%,41%[activator],5%[57.1 µM],12%[57.1 µM],-2%,-15%,7%
COC(=O)c1ccc(CN2C(=O)NC(CC(C)C)C2=O)cc1 (centres undefined),-4%,7,41%[activator],-15%,-2%,7%,1%,-21%,-1%
C=CC[N+](C)(C)CCCNC(=O)/C=N/O,-6%,0,20%,33%[activator],-5%,-1%,6%,-12%,3%
COc1cc(S(=O)(=O)N2CCCC2)c(C)cc1C,5%,-2,8%,0%,-5%,-7%,-9%,-10%,-8%
O=C(NCCS(=O)(=O)NCc1ccccc1)c1ccccc1,-4%,3,10%,2%,-6%,-4%,7%,-6%,-7%
